# Bioassay records (PubChem)
# CXXC DNA block: qHTS Fluorescence Polarization Assay for Inhibitors of MLL CXXC domain - DNA interaction | Histone-lysine N-methyltransferase 2A (Homo sapiens), Q03164 | MLL-CXXC / FITC-HOXA9 DNA fluorescence polarization | hit rate 0.037% among 290,000 | Potency, µM (doses to about 115 µM), inactives show at the highest dose activity change, negative = inhibition, most hits filed as inhibitors; active means well fitted inhibition curve with a large enough effect in the polarisation, with a control signal flat, not every such curve was filed as active; inconclusive means small, poorly fitted or top-dose-only effect, or effect the other way, or a change in a side signal; inactive means no such curve, though single readings can be large or run the other way; the % refers to the polarisation; further: potency means the concentration at half of the fitted maximal effect
#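 Steps: dispense CXXC domain solution (7 uM) → pin compounds or unlabeled HOX-A9 DNA control → 5 min ambient → add FLSN-HOX-A9 solution (50 nM) → spin → 30 min ambient → fluorescence polarization. Tris pH 7.5/NaCl/DTT/BSA buffer.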
# KCNH2 WT inh: qHTS for Inhibitors of KCHN2 3.1: Wildtype qHTS; U2OS, BacMam KCNH2, thallium flux FluxOr; hits give low values; activity change, % at 1.84 µM; hit rate 0.37% among 340,000;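 active means maximum activity change below -70%; inconclusive means maximum activity change between -70% and -50%; inactive means maximum activity change above -50%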; further: on the % scale 0 is the no-effect control and ±100 the full control effect
# Target sequence (Q12809 whole entry, looked up): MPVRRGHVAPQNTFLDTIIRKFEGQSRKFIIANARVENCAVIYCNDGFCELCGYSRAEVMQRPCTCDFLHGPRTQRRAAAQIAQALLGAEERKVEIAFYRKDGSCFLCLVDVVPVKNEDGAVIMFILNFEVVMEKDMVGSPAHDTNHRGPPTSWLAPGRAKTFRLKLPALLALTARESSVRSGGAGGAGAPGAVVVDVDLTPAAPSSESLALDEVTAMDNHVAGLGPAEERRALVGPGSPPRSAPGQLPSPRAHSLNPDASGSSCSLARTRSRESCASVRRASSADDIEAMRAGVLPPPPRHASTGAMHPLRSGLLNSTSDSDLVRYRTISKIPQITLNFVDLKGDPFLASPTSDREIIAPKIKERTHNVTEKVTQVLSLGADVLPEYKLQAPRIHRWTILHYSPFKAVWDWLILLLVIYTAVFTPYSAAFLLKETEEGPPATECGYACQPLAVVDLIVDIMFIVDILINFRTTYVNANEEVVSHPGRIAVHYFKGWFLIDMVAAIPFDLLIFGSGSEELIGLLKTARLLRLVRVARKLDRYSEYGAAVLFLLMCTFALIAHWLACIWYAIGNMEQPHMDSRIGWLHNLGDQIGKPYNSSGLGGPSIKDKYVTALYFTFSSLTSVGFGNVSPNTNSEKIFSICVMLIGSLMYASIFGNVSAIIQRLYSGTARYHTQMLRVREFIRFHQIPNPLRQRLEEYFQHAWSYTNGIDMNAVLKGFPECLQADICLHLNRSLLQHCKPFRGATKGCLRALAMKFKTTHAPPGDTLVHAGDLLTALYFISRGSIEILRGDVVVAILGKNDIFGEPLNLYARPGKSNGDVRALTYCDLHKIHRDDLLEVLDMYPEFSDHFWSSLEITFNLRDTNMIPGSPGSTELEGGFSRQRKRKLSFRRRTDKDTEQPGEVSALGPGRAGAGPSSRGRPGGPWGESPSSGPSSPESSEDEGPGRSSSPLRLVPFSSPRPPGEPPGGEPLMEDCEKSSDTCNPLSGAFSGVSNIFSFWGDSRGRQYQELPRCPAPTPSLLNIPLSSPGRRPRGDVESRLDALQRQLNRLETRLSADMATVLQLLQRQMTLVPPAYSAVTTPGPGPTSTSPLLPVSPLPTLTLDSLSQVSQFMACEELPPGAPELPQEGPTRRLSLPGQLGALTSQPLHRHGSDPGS
#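 U2OS cells transduced with wild-type KCNH2 virus are loaded with FluxOr dye for 45 min, and thallium flux is measured in kinetic reads before and after stimulation buffer. Rate constants are normalized to DMSO controls.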
# Tb PFK block: qHTS Assay to Find Inhibitors of T. brucei phosphofructokinase; T. brucei PFK, ADP-Glo luminescence; hit rate 0.17% among 330,000; Potency, µM (highest dose often 57.5 µM), for inactives: at the top dose activity, negative = inhibition, most hits filed as inhibitors; AID 485367, 2010; ATP-dependent 6-phosphofructokinase (Trypanosoma brucei brucei), O15648;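 further: potency means the concentration at half of the fitted maximal effect; 0% = uninhibited 1x PFK enzyme wells and -100% = no-enzyme wells; nearly all actives have a fitted effect of over 60% in size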
#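 Luminescent ADP detection (ADP-Glo, two-step: ATP depletion then ADP-to-ATP conversion for luciferase) reported PFK activity after 45 min room-temperature reaction of 1.25 nM enzyme with 0.5 mM F6P and 0.1 mM ATP at pH 8.0.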
# GALK inhibitor: qHTS Assay for Inhibitors of Human Galactokinase (GALK). P51570. Potency, µM (series often up to 57.5 µM), without a hit: at the top dose activity change, negative = inhibition, most hits filed as inhibitors. Purified GALK, Kinase-Glo residual ATP luminescence. hit rate 0.007% among 270,000; further: potency means the concentration at half of the fitted maximal effect; on the % scale 0 is the no-effect control and ±100 the full control effect
#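 Human GALK (5 nM) with 35 uM ATP and 100 uM galactose in 20 mM HEPES pH 8.0, 5 mM MgCl2, 60 mM NaCl, 1 mM DTT, 0.01% BSA. After 1 h at room temperature, leftover ATP was read by Kinase-Glo Plus luminescence.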
# AT treatment: qHTS Assay for Identifying a Potential Treatment of Ataxia-Telangiectasia. Potency, µM (top dose mostly 57.5 µM), inactives show top-dose activation, actives largely listed as activators. hit rate 0.19% among 320,000. AID 485349, 2010. […] A-T fibroblasts, KAP-1 phosphorylation AlphaLISA; neocarzinostatin DNA damage 30 min before lysis; further: potency means the concentration at half of the fitted maximal effect; % of control where 0% means no effect; nearly all actives have a fitted effect of over 45% in size
#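 hTERT-immortalized A-T patient fibroblasts ([…]), 500 cells/well in OPTI-MEM, 1% FBS, got compounds for 60 min, then NCS for 30 min at 37C. Lysates were then assayed for phospho-KAP-1 by AlphaLISA (anti-pKAP1 donor, anti-KAP1 acceptor beads), 6 hr at 25C.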
# Giardia kill: Small Molecules that selectively kill Giardia lamblia: qHTS; hit rate 0.15% among 340,000; Giardia lamblia trophozoite viability; activity change, % at 7.66 µM, hits read low; AID 540267, 2011; in the data active means activity change below about -80%; inconclusive means between about -30% and that limit;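 further: parasites exposed to compound for two days anaerobically before the ATP read; on the % scale 0 is the no-effect control and ±100 the full control effect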
#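 Trophozoites 100 cells/well + cpd; 48 hrs, 37 deg C, anaerobic. ATPLite 1-Step added, 15-30 min RT, luminescence read (ATP-based viability).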
# TSHR antagonist: Antagonists of the Thyroid Stimulating Hormone Receptor: HTS campaign; Thyrotropin receptor (Homo sapiens), P16473; TSHR-expressing cells, TSH-stimulated cAMP HTRF, 2 h; hits give low values; activity change, negative = inhibition, % at 11.5 µM; hit rate 0.2% among 330,000; AID 504810, 2011;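 active means activity change below a set negative limit, meaning inhibition stronger than a set level, cut at about -70% in these data; inconclusive means activity change between two set negative limits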; further: on the % scale 0 is the no-effect control and ±100 the full control effect
#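 Competitive HTRF cAMP read-out (cryptate anti-cAMP antibody, cAMP-d2; 30 min, room temperature) in freshly harvested TSHR cells. Compounds added before TSH at EC80 (4nM final), followed by 2 hours' incubation at 37 deg C.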
# BCR signal inh: qHTS Assay to Find Inhibitors of Chronic Active B-Cell Receptor Signaling | AID 493014, 2011 | Potency, µM (top dose mostly 46.1 µM), for the others: top-dose ratio change, negative = lower green/red ratio, hits mostly inhibitors | ABC-DLBCL IkBa-CBG/CBR reporter, luminescence ratio, 4 h | hit rate 0.05% among 340,000; active means well fitted inhibition curve with a large enough effect in the signal ratio, with a control signal flat, not every such curve was filed as active; inconclusive means small, poorly fitted or top-dose-only effect, or effect the other way, or a change in a side signal; the % refers to the signal ratio;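 further: potency means the concentration at half of the fitted maximal effect; plate controls were basal doxycycline-induced cells for no effect and cells given 10 µM MG132 for full effect; MG132 reads +100%, hits lower the ratio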
#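 TMD8 human ABC-DLBCL cells with doxycycline-inducible IκBα–green luciferase fusion and unfused red luciferase, in 0.5% FBS medium; compounds up to 46 uM, 4 h at 37C. Green/red luminescence ratio, filter-overlap corrected, fitted to concentration-response curves.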
# FBPA coupling cs: qHTS Assay for Inhibitors of Fructose-1,6-bisphosphate Aldolase from Giardia Lamblia: Coupling assay counterscreen | hit rate 0.67% among 290,000 | activity change, negative = inhibition, % at 58.2 µM, hits read low | AID 2472, 2010 | coupling enzyme system counterscreen, AmpLite Red fluorescence; in the data active means activity change below about -30%; further: on the % scale 0 is the no-effect control and ±100 the full control effect
#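 Coupling enzymes only (glyceraldehyde-3-phosphate) + compound, at 57.5 uM final, 10 min RT; add substrate/coupling/AmpLite Red mix, 20 min RT; fluorescence ex 525/em 598 nm. Actives flag coupling-system interference.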
# TCR activator: Activators of T cell receptors: qHTS campaign | primary human leukocytes, anti-CD3, IL-2 HTRF, 48 h | Potency, µM (highest dose often 9.22 µM), inactives show at the highest dose activation of IL-2 secretion, actives largely listed as activators | 330,000 tested, under 10 active | AID 504894, 2011; further: % of control where 0% means no effect
#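 Using a-CD3 beads without co-stimulation, primary human leukocytes were exposed to compounds for 48 hr. An HTRF IL-2 kit measured the cytokine, with europium-to-d2 energy transfer producing emission at 665nm upon 320nm excitation.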
# Active calls of the source: *; i = inactive; ? = inconclusive; . = not tested or not shown; & = joins results of further samples; [ ] = dose if it differs, or a comment. Unless noted, the call rests on the fitted dose curve; in most records, active means well fitted curve in the direction sought with a large enough effect; inconclusive means small, poorly fitted or top-dose-only effect, or another doubt; inactive means no such curve, though single readings can be large; an effect the other way counts as inactive or inconclusive. No enrichment for hits; any-hit rate near 1.6%.
SMILES,CXXC DNA block,KCNH2 WT inh,Tb PFK block,GALK inhibitor,AT treatment,Giardia kill,TSHR antagonist,BCR signal inh,FBPA coupling cs,TCR activator
Cc1ccc2cc(CN(Cc3ccc4c(c3)OCO4)Cc3nnnn3Cc3ccco3)c(=O)[nH]c2c1,10%,1,-16%,-2%,-1%,-4,1,?,0,1%
CCOC(=O)c1c(CN2CCN(c3ccccc3)CC2)oc2ccc(O)cc12,-9%,4,0%,-1%,5%,-23,-1,-13%,-1,-3%[46.1 µM]
O=C(NCCC1CCCCN1S(=O)(=O)c1ccccc1)C(=O)NCc1ccccn1 (stereo not drawn),.,-6,-1%,.,3%,-7,13,3%,.,-2%
CCCCc1nc2ccccc2c(=O)n1NC(=O)c1c(O)c2ccccc2n(C)c1=O,-16%,10,-1%,2%,1%,-9,15,7%,0,1%
COc1ccc(OCc2nnc(SCC(=O)c3ccccc3)o2)cc1,1%,2,3%,1%,0%,-6,-7,-1%,-2,-5%
COc1cc(OC)cc(-c2c(C#Cc3ccsc3)c3cc(-c4ccc5cc[nH]c5c4)ccc3n2C)c1,.,?,-2%,.,-18%,8,13,1%,.,7%
Cc1cccc(NS(=O)(=O)c2c(C(=O)N3CCCC3)c(C)n(C)c2C)c1,37%[activator],-5,-7%,7%,4%,15,20,-7%,2,-7%
O=C1CC(N2CCN(c3ccc(Cl)cc3)CC2)C(=O)N1c1ccccc1 (stereo not drawn),-1%,-4,-1%,-1%,-8%,2,8,2%,0,3%
CCOC(=O)COn1c(=O)c(-c2ccc(OC)cc2)[n+]([O-])c2ccccc21,8%,-4,2%,-1%,-33%,-6,-3,2%,0,-3%
COc1ccc(N2CCN(C(=O)COc3ccc4c(C)cc(=O)oc4c3C)CC2)cc1,0%,2,0%,-3%,-6%,12,3,3%,-1,0%
COc1ccc(OCCOC(=O)CNC(=O)c2ccc(Cl)cc2Cl)cc1,.,-4,-2%,.,0%,-7,-7,1%,.,4%
O=C(O)c1ccccc1C(=O)NCc1ccc(F)cc1,?,10,-7%[0.46 µM],0%,0%,24,-2,-3%,1,3%
Nc1ccccc1SCC(=O)Nc1nc(-c2ccccc2)cs1,-3%,-17,0%,1%,-5%,33[activator],11,?,-1,-6%
CCOc1cc(S(=O)(=O)NCCc2cccc(C)c2)c(OCC)cc1-n1cnnn1,-2%,1,-4%,-2%,6%,0,20,5%,-4,-3%
Cc1ccc(-c2cc(C(=O)O)c3sc(N4CCCCC4)nc3n2)cc1,2%,2,4%,-1%,-5%,-29,-22,?,8,-3%[46.1 µM]
O=C(CSc1ncn[nH]1)NC12CC3CC(CC(C3)C1)C2,12%,10,-8%,-2%,7%,-17,8,3%,4,0%
CCOC(=O)C(Cc1ccccc1)NC(C)=O (stereo not drawn),-3%,-7,0%,-1%,-2%,22,3,24%,0,-35%
CCOc1ccccc1-n1c(SC(C)C(=O)NCC2CCCO2)nc2ccccc2c1=O (stereo not drawn),.,13,0%,.,-1%,2,-4,0%,.,-2%
Cc1cc(NC(=O)CSc2nnnn2C2CCCC2)no1,15%,10,1%,-4%,-2%,12,-7,17%,-1,-5%
O=c1cc(O)nc(SCc2ccccc2)n1-c1ccc(F)cc1,-1%,-7,5%,0%,1%,5,-14,7%,5,-3%
COc1ccc(-n2nnnc2CNC(=O)c2ccc3c(c2)OCO3)cc1,.,-10,-16%,.,-11%,11,13,-8%,.,1%
CC(C)COc1ccc(C(=O)Nc2scc(-c3ccc(Cl)cc3Cl)c2C(N)=O)cc1,15%,6,1%,0%,-5%,-19,-19,-14%,.,-5%
Cc1ccc(S(=O)(=O)NC(=O)Nc2ccc(OC(F)F)cc2)cc1,7%,-6,4%,-1%,-2%,21,9,2%,0,-3%
CCC(Oc1ccccc1)C(=O)NC1C(=O)N2C1SC(C)(C)C2C(=O)O (stereo not drawn),?,i,-3%,0%,0%,0,1,0%,3,3%
CCN(CC)CCC(c1ccc(N(C)C)cc1)c1c(O)cc(OC)cc1OC (stereo not drawn),3%,.,1%,-5%,-39%,?,-9,-23%,5&1,-149%
CC(=O)NC1=NN(C(C)=O)C(C)(c2cccs2)S1 (stereo not drawn),81%[activator],-16,-1%,-5%,.,31[activator],-5,-13%,-1,1%[46.1 µM]
Cc1ccc(CN2CCN(/N=C/c3ccc(C)s3)CC2)cc1,5%,24,3%,1%,4%,-3,-1,-2%,2,2%[46.1 µM]
O=C1CCC(Cc2ccccc2)N1 (stereo not drawn),-2%,1,-5%,0%,1%,21,6,-2%,1,1%
CN1CCC(=NNC(=O)C(=O)NC(C)(C)C)CC1,0%,-12,4%,0%,1%,-11,-11,-3%,2,2%
O=C(CSc1n[nH]c(-c2cccs2)n1)NCc1ccc2c(c1)OCO2,-2%,-7,-1%,1%,4%,5,-3,0%,-5,2%
Cc1ccc(S(=O)(=O)NC(=O)COc2cc(C)ccc2C(C)C)cc1,14%,-7,21%,-5%,2%,-27,-5,-1%,15,-18%
CCN(CC)Cc1ccccc1Sc1ccccc1,9%,7,7%,4%,-5%,-18,-8,?,1,-1%[46.1 µM]
CC(C)(C)NC(=O)COC(=O)c1ccc(Cl)c(S(N)(=O)=O)c1,-8%,5,-2%,1%,6%,11,2,7%,-1,2%
CC(OC(=O)c1ccc(Cl)nc1)C(=O)NC(C)(C)C (stereo not drawn),6%,11,-1%,1%,0%,1,-7,2%,-1,-1%
Cc1ccc(NC(=O)N2CCCC2C(=O)Nc2ccc3c(c2)OCCO3)cc1 (stereo not drawn),-4%,-3,0%,10%,1%,5,4,-4%,0,10%
CCOc1c2ccccc2nn1CCOC,.,-4,-1%,.,9%,7,5,-3%,.,3%
Cc1cc(N2CCN(S(=O)(=O)c3ccc(C)c(C)c3)CC2)c2ccccc2n1,-4%,23,2%,-3%,1%,-14,-2,?,0,4%
O=C(NNC(=O)C12CC3CC(CC(Cl)(C3)C1)C2)c1csc(N2CCOCC2)n1,24%,-4,-2%,-2%,4%,1,12,?,.,-7%
COc1ccc(N(C)S(=O)(=O)c2cccc(C(=O)N3CCN(Cc4ccc5c(c4)OCO5)CC3)c2)cc1,.,20,0%,.,2%,-21,-15,2%,.,29%
COc1ccc(OC)c(NC(=O)c2ccc(OC3CSC3)cc2)c1,6%,20,0%,0%,-1%,-10,-16,-17%,-4,-8%
CC(C)(C)n1cnc2cc(NC(=O)c3cccs3)ccc21,-1%,6,-2%,-1%,-4%,2,-4,?,1,1%
O=C(NCc1ccc2c(c1)OCO2)c1cc(-n2cnnc2)ccc1Cl,-4%,2,-1%,0%,-9%,12,19,-6%,3,-1%
CCc1ccc(OCC(=O)NC(NC(=S)Nc2ccc(C)cc2C)C(Cl)(Cl)Cl)cc1 (stereo not drawn),17%,-4,-4%,-1%,-5%,-7,7,?,2,-9%
O=C(c1cccc(F)c1)N1CCN(S(=O)(=O)Cc2ccccc2)CC1,-5%,-25,2%,1%,6%,-10,5,3%,1,2%
O=C(C1CCCC1)N1CCN(S(=O)(=O)c2cccc(Cl)c2Cl)CC1,11%,12,0%,-2%,2%,?,16,1%,2,9%
O=C(COC(=O)c1ccc(OC(F)F)cc1)Nc1cccc(S(=O)(=O)NC2=NCCC2)c1,.,-5,-15%,.,2%,-5,-3,6%,.,1%
CCOCCCn1c(SCc2nc3ccccc3s2)nc2ccccc2c1=O,8%,-2,0%,2%,.,-12,-33,?,-1,-2%[46.1 µM]
O=C(CSc1nnc(CN2CCOCC2)n1-c1ccccc1)Nc1ccc(Cl)cc1,-7%,2,1%,0%,4%,-2,-7,?,7,-2%[46.1 µM]
COCCOC(=O)C1=C(C)NC(=O)NC1c1ccc(OC(=O)c2ccco2)c(OC)c1 (stereo not drawn),10%,-13,0%,-3%,1%,-5,-3,?,2,-1%
